From PubChem BioAssay
Nrf2 inh: Nrf2 qHTS screen for inhibitors; hit rate 2.1% among 360,000; Potency, µM (doses to about 46 µM), for inactives: top-dose activity change, negative = inhibition, hits mostly inhibitors; A549 ARE-Fluc reporter, luciferase luminescence, 18-24 h; further: potency means the concentration at half of the fitted maximal effect; on the % scale 0 is the no-effect control and ±100 the full control effect; nearly all actives have a fitted effect of over 60% in size
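Nrf2 function is reported as luminescence of an ARE-controlled luciferase in A549 cells. Compounds were tested at several concentrations, and a CellTiter-Fluor read on the same wells flagged cytotoxicity.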
MCF10A rerep: A quantitative high throughput screen for small molecules that induce DNA re-replication in MCF 10a normal breast cells; MCF 10A DNA re-replication, Hoechst nuclear intensity, 48 h; AID 624296, 2012; Potency, µM (highest dose often 46.1 µM), for the others: at the top dose activity, positive = re-replication, usual class: activators; hit rate 2.9% among 350,000; further: potency means the concentration at half of the fitted maximal effect; % of control where 0% means no effect; nearly all actives have a fitted effect of over 50% in size
Nrf2 activator: qHTS of Nrf2 Activators; hit rate 0.31% among 410,000; AREc32 ARE-luciferase reporter (MCF7-derived line), luminescence, 24 h; Potency, µM (series often up to 46.1 µM), inactives show at the highest dose activation, most hits filed as activators; further: potency means the concentration at half of the fitted maximal effect; % of control where 0% means no effect; nearly all actives have a fitted effect of over 65% in size
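Luciferase luminescence (Steady-Glo, 30 min at room temperature) served as the read-out of ARE activation in AREc32 cells treated with compounds for 24 hr at 37 deg C.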
ATXN2 expr inh: Primary qHTS for Inhibitors of ATXN expression; HEK-293 ATXN2-luciferase reporter, luminescence, 24 h; Potency, µM (titrated, usually from 57 µM), for inactives: top-dose activity change, negative = inhibition, usual class: inhibitors; hit rate 0.72% among 360,000; further: potency means the concentration at half of the fitted maximal effect; on the % scale 0 is the no-effect control and ±100 the full control effect; nearly all actives have a fitted effect of over 55% in size
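ATXN2-luciferase reporter cells (luciferase flanked by upstream and downstream ATXN2 gene portions) were treated 24 h at 37 °C with compounds at up to 57 uM. SteadyGlo luminescence gave expression; GF-AFC fluorescence gave viability.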
S2 tox: Viability Counterscreen for Primary qHTS for Inhibitors of ATXN expression. AID 651635, 2014. S2 cells (HEK-293 line with an ATXN2-luciferase reporter) viability, CellTiter-Fluor protease fluorescence, 24 h. hit rate 0.49% among 400,000. Potency, µM (highest dose often 56.7 µM), most hits filed as cytotoxic; further: potency means the concentration at half of the fitted maximal effect; nearly all actives have a fitted effect of over 40% in size
A549 viability: Nrf2 qHTS screen for inhibitors: counterscreen for cytotoxicity. A549 ARE-Fluc cells, CellTiter-Fluor viability, 18-24 h. Potency, µM (highest dose often 46 µM), for the others: at the top dose activity change, negative = cytotoxicity, hits mostly inhibitors. hit rate 0.16% among 390,000; further: potency means the concentration at half of the fitted maximal effect; on the % scale 0 is the no-effect control and ±100 the full control effect
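Cytotoxicity counterscreen: CellTiter-Fluor fluorescence was measured in A549 ARE_Fluc cells after 18-24 h of compound exposure in a concentration series. The subsequent BugLite luminescent read reports ARE-luciferase activity.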
HepG2 viability: qHTS for Inhibitors of TGF-b: Cytotox Counterscreen. HepG2 CAGA-GFP viability, ATP luminescence, 18 h. Potency, µM (highest dose often 46.1 µM), for inactives: at the top dose activity change, negative = cytotoxicity, hits mostly cytotoxic. hit rate 0.76% among 410,000. AID 588856, 2011; further: potency means the concentration at half of the fitted maximal effect; some results filed as inactive show a strong effect at the top dose
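HepG2 CAGA-GFP cells (1000/well, DMEM with 1% FBS) received compound, then TGF-beta at 500 pg/mL final, and were incubated 18 hours at 37 degrees C. Viability was read by CellTiter-Glo luminescence. Media-only wells were set as complete cell-killing and DMSO as no toxicity.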
TGFb SMAD3 inh: qHTS for Inhibitors of TGF-b; HepG2 CAGA-GFP TGF-b/SMAD3 reporter, GFP fluorescence, 18 h; TGF-beta stimulated, 500 pg/mL final; Potency, µM (doses to about 46.1 µM), inactives show at the top dose activity, negative = inhibition, actives largely listed as inhibitors; hit rate 1.2% among 410,000; further: potency means the concentration at half of the fitted maximal effect; on the % scale 0 is the no-effect control and ±100 the full control effect; nearly all actives have a fitted effect of over 65% in size
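Per well, imaged GFP fluorescence of HEPG2 CAGA-GFP cells gives the signal; cells get compound, then TGF-beta (500 pg/mL final), 18 h at 37 degrees C; %Activity versus -TGF-beta and +DMSO controls.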
IL1B secr inh: qHTS for Inhibitors of Inflammasome Signaling: IL-1-beta AlphaLISA Primary Screen | THP-1 LPS/ATP IL-1B secretion, AlphaLISA, 16 h; hits give low values | AID 743279, 2014 | activity change, % at 57.5 µM | hit rate 4.7% among 360,000; in the data active means activity change below about -50%; inconclusive means mostly about -30% to -49%; further: on the % scale 0 is the no-effect control and ±100 the full control effect
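Secreted IL-1B measured by AlphaLISA bead assay after 16 h compound exposure of THP-1 cells; compounds (final up to 57.5 uM) added 1 h before LPS (250 ng/mL) and ATP (1.25 mM) stimulation; lower signal means less secretion.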
Active calls of the source: *; i = inactive; ? = inconclusive; . = no result given; & = joins results of further samples; [ ] = another dose, or the depositor's remark. Unless noted, the call rests on the fitted dose curve; in most records, active means well fitted curve in the direction sought with a large enough effect; inconclusive means small, poorly fitted or top-dose-only effect, or another doubt; inactive means no such curve, though single readings can be large; an effect the other way counts as inactive or inconclusive.

SMILES	Nrf2 inh	MCF10A rerep	Nrf2 activator	ATXN2 expr inh	S2 tox	A549 viability	HepG2 viability	TGFb SMAD3 inh	IL1B secr inh
CCc1cccc(N2C(=O)N(CC(=O)NCc3cccc(OC)c3OC)c3ccccc3S2(=O)=O)c1	.	.	-0.3%	-10%	?	-18%	-3%	-4%	.
CC1CC(C)CN(C(=O)CN2C(=O)NC(C)(C)C2=O)C1 (stereo not given)	6%	17%	-0.8%	-21%	i	4%	-4%	7%	-4
Cc1ccccc1OCC(=O)Nc1ccc(-c2nc3cc(Cl)cc(Cl)c3o2)cc1	-5%	.	4.3%	6%	i	5%	-1%	-15%	.
CCc1cc2cc(C)cc(C)c2nc1SCC(=O)N1CCN(C(=O)c2ccco2)CC1	.	?	0.1%	-17%	?	-1%	2%	?	-54*
CCOc1cc(C2c3c(oc4ccccc4c3=O)C(=O)N2c2ccccn2)ccc1O (stereo not given)	18%	.	2.9%	.	.	0%	8%	-15%	.
Cc1ccc(CN2CC(C(=O)Nc3ccncc3)CC2=O)cc1 (stereo not given)	0%	-7%	0.3%	-5%	i	8%	-10%	-13%	34
C(=N\n1cnnc1)/c1cccc(Oc2ccccc2)c1	-19%	730%[0.0737 µM]	-0.4%	-2%	i	8%	-11%	-12%	9
FC(F)(F)c1cnc2c(c1)Nc1ccccc1S2	2%	15%	18%	8%	i	-1%	0%	?	-16
CCOC(=O)Cn1c(SC)nc2sc3c(c2c1=O)CC(C)(C)OC3	3%	25%	0.0%	-4%	i	0%	-31%	3%	43
O=C(CCN1CCc2ccccc2C1)Nc1cccc(F)c1	-16%	14%	0.2%	2%	i	-1%	-26%	9%	23
COc1ccccc1N1CCN(c2ccc([N+](=O)[O-])nc2)CC1	-5%	-3%	-0.4%	21%[11.3 µM]	i	-16%	8%	2%	5
O=C(CCC(=O)N1CCOc2ccccc21)N1CCCCC1	4%	2%	2.2%	-3%	i	26%	-9%	5%	-23
O=C(NCC1CC1)c1cc(-c2ccccc2)nn1CC1CC(c2cccc([N+](=O)[O-])c2)=NO1 (stereo not given)	-9%	-13%	0.5%	-13%	i	0%	3%	?	-3
c1cc2[nH]snc2c2nc(C3CC3)nc12	7.3µM*	21µM*	2.3%	1%	?	-5%	-61%	?	-86*
Cc1ccc2c(c1)N(CC(=O)NC1CCCCC1C)C(=O)CO2 (stereo not given)	2%	0%	0.0%	.	.	1%	0%	?	36
Cc1ccc(S(=O)(=O)N2CCCOC2)cc1	2%	-18%	0.0%	-8%	i	-2%	-11%	-15%	-4
COc1ccc(OC)c(S(=O)(=O)NCCc2cn3ccsc3n2)c1	13%	-3%	0.8%	4%	i	-3%	-3%	-2%	21
C=CCNC(=S)Nc1nc2c(cc1C(=O)OCC)COC(C)(C)C2	12%	0%	-0.4%	2%	i	3%	1%	-7%	0
CCOc1cccc2c1OC1(C)CC2NC(=O)N1c1cccc(C(=O)NCc2ccccn2)c1 (stereo not given)	11%	1%	0.3%	.	i	-1%	-8%	-19%	31
COC(=O)c1ccc(NC(=O)CN(c2cccc(C(F)(F)F)c2)S(C)(=O)=O)cc1	3%	.	5.1%	-14%	?	-3%	-13%	-9%	.
CC/C(CC(=O)C(F)(F)F)=N\NC(=O)/C(C#N)=C/N(C)C	-17%	-4%	0.0%	-19%	i	-4%	-4%	-11%	9
CCC/C(=N\NC(=O)C1CC1)c1ccc(Br)cc1	-2%	-6%	0.3%	8%	i	-7%	3%	4%	8
O=C(COC(=O)C1=COCCO1)Nc1ncc(C(F)(F)F)cc1Cl	-2%	-30%	-0.2%	-3%	i	-1%	-36%	25%	-1
C/C(=N\NC(=O)c1nn(C)c(C)c1Br)c1cccc(NC(=O)c2ccc(F)cc2)c1	-9%	-44%[inhibitor]	0.1%	28%	i	-12%	2%	-11%	0
O=C1NC(=O)C2(CCCc3ccccc32)N1 (stereo not given)	-4%	0%	0.4%	.	i	1%	4%	6%	2
COc1cccc(N(C(=O)CNC(=O)c2ccco2)C(C(=O)NC2CCCC2)c2cccnc2)c1 (stereo not given)	10%	2%	0.5%	-11%	i	3%	3%	4%	-26
Cc1ccc(C2/C(=C(/O)c3ccc4c(c3)CC(C)O4)C(=O)C(=O)N2CCCn2ccnc2)cc1 (stereo not given)	5%	-3%	0.1%	.	i	-1%	1%	1%	-7
CC(C)Cn1c(N)c(C(=O)COC(=O)c2c(F)cccc2F)c(=O)n(C)c1=O	-7%	0.52µM*	5.6%	-32%	i	6%	-4%	-16%	4
Cc1ccc(S(=O)(=O)N2CC3(O)CN(C(=O)OC(C)C)N(C(=O)OC(C)C)CC3(OC(=O)NC3CC3)C2)cc1 (stereo not given)	.	.	0.2%	5%	i	.	.	.	-21
CCc1ccc(NC(=O)c2cc(C)nn2-c2ccccc2)cc1	-4%&12%	20%	2.6%&4.2%	10%	i	-3%&-3%	-24%&4%	-9%	-19
COc1ccccc1CNc1nc(Nc2ccccc2OC)c2sccc2n1	.	.	-0.5%[9.22 µM]	-8%	i	.	-30%	-9%	7
CCCOC(=O)Nc1cc(OC)c(Cl)cc1OC	11%	?	0.5%	-2%	i	-2%	-11%	1%	22
CCC(CO)NCCNC(CC)CO (stereo not given)	0%	4%	-1.1%	3%	?	1%	-3%	-8%	2
NC(=O)CSc1nnc(-c2cccc(S(=O)(=O)N3CCOCC3)c2)n1C1CCCCCC1	-9%	?	-0.4%	-14%	?	-2%	23%	?	0
CC1(C(=O)NS(=O)(=O)c2ccc(Cl)cc2)CCN1C(=O)CCc1cccs1 (stereo not given)	.	.	-0.6%	8%	i	.	-4%	0%	45
Cc1nnc(NC(=O)C2(c3ccccc3)CCOCC2)s1	-6%	6%	-0.1%	-8%	i	-7%	-23%	2%	38
COCCNC(=O)c1cc2n(n1)CCCN(Cc1ccc(C)cc1)C2=O	.	.	0.4%	-3%	i	10%	-2%	-8%	.
COc1ccc(Cn2c(=O)sc3ccccc3c2=O)cc1	1%	30%	-0.2%	3%	i	?	-12%	-22%	13
O=c1[nH]cnc2ccsc12	-2%	2%	-0.7%	-24%	i	-3%	3%	4%	28
O=c1oc(/C=C/c2ccccc2)nc2ccccc12	?	-2%	-1.9%	9%	i	1%	-11%	-3%	0
Cc1cc(Cn2nc(-c3ccccc3C)cc2C(=O)O)on1	5%	6%	-0.4%	8%	i	2%	12%	?	22
CC(=O)c1ccc(-c2nnc(CCC(=O)N(C)Cc3cccc4cnccc34)o2)s1	8%	9%	0.1%	8%	i	1%	-5%	-5%	-1
CC(CCc1ccc(O)cc1)NCCc1ccc(O)c(O)c1 (stereo not given)	10%	-64%[inhibitor]	5.6%	?	?	-3%	-5%	0%	?
Cc1ccc(NC(=O)Nc2c(Cl)cccc2Cl)cn1	8%	?	-0.7%	.	?	-1%	0%	-28%	19
CCN1CCN(c2ccc(S(=O)(=O)N3CCCCC3)cc2NC(=O)/C=C/c2cc(OC)ccc2OC)CC1	-19%	21µM*	5.0%	0%	i	10%	-1%	-20%	-98*
O=C(CSc1ccccc1)Nc1cccc(S(=O)(=O)N2CCCC2)c1	3%	-6%	0.1%	-1%	i	-2%	0%	3%	0
O=C(COc1ccccc1Br)N1CCN(C(=O)c2ccco2)CC1	18%	9%	0.0%	4%	i	7%	-1%	7%	-17
NC(=O)c1cccc(-c2ccnc3c2CC(C(=O)NCc2cccc(Cl)c2)O3)c1 (stereo not given)	.	.	3.8%	-13%	i	.	-19%	3%	0
O=C(Nc1nnc(-c2ccncc2)s1)Nc1ccccc1F	7%	-12%	0.3%[9.22 µM]	-4%	i	7%	-1%	-3%	-19
CSc1ccccc1OCc1cc(C(=O)N(C)Cc2nonc2C)no1	?	?	2.4%	39%[activator]	i	1%	-10%	-16%	?
CCCCn1cc([N+](=O)[O-])nc1C	?	-4%	-0.8%	.	i	0%	4%	8%	24
O=C(CCn1c(=O)c2sccc2n(Cc2ccc(F)cc2Cl)c1=O)NCc1ccc2c(c1)OCO2	2%	.	0.1%	.	.	-4%	0%	0%	.
CC(=O)c1c(C)[nH]c(C(=O)OCc2cc(-c3ccco3)on2)c1C	-23%	-11%	3.4%	-2%	i	3%	14%	0%	18
COc1cccc(N(CC(=O)N2CCC(C)CC2)S(=O)(=O)c2ccc(C)cc2)c1	10%	.	-0.2%	2%	i	-9%	-15%	-11%	.
COc1ccc(S(=O)(=O)NCCc2csc(-c3cccnc3)n2)cc1	?	8%	0.3%	7%	i	5%	2%	-6%	1
Cn1nc2c(c1C(=O)O)CCCC2	10%	1%	-0.7%	-6%	i	-1%	-7%	-3%	-3
O=C(CCCn1cnc([N+](=O)[O-])n1)Nc1cccc2ccccc12	4%	-9%	?	-5%	i	5%	1%	9%	22
Cc1ccc2nc(-c3ccc(NC(=S)NC(=O)C(C)C)cc3)sc2c1	?	2%	3.0%	70%[activator]	i	1%	0%	-2%	?
